Source: PubChem
E-sel TNF inh – E-selectin induction blockers in HUVEC – imaging, immunofluorescence, high content, primary screen; HUVEC TNFa-induced E-selectin immunofluorescence; inhibition, % at 2 µM; 0.71% of 120,000 active;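 active means inhibition above the batch mean plus 3 SD, and confirmed as a hit on visual image review, cut at about 43% in these data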;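 further: 0% = TNF-stimulated DMSO wells and 100% = unstimulated control wells; not every result past the cut was called active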
Phagocyt inh – inhibitors of macrophage phagocytosis, primary screen, imaging, J774A.1 cells, IgG beads; J774A.1 macrophage IgG-bead phagocytosis; inhibition, % at 5 µM; 0.07% of 110,000 active; AID 1029, 2008;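 active means inhibition above the mean of the plate negative controls plus 5 SD, cut at about 13% in these data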;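 further: phagocytic index as fraction of beads internalized from green versus red external bead signal; plate controls were DMSO negative control for no effect and cytochalasin-D positive control for full effect; some results beyond the cut were filed as inactive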
HCT116 bCat-KO – primary screen for growth suppressors in beta-catenin knockout HCT116 cells (colon tumor, human). viability, % at 10 µM. 1.5% of 140,000 active. HCT116 beta-catenin knockout viability, CellTiter-Glo, 60 h; active compounds read low;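 active means viability at or under a set limit, the compound median less 4 SD, cut at about 6% in these data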;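 further: 0% = Hyamine 1622 control at 20 µM and 100% = untreated cell control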
Yeast growth inh – growth inhibitors of yeast BB579 in restrictive medium, primary screen, yeast lifespan-shortening project, S. cerevisiae | AID 804, 2007 | OD615, 48 h | inhibition, % at 10 µM | 0.51% of 140,000 active;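 active means inhibition above a set limit, 3 SD over the mean compound inhibition, cut at about 44% in these data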; further: inactives centre near -24
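System: Saccharomyces cerevisiae DeaD strain BB579, replicative lifespan model yeast. Buffer or medium: restrictive glucose-based CSMM-D medium. Doses: one dose, 10 µM compound with 0.25% DMSO. Timing: 4 h preincubation and 48 h exposure at 30 °C. Detection: turbidity as optical density at 615 nm. Benchmarks: amphotericin B 10 µg/mL, positive.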
NPY Y2 blocker – NPY-Y2 receptor antagonists, primary screen, cell-based. AID 793, 2007. NPY-Y2 expressing cells, antagonist mode. inhibition, % at 2.7 µM. Neuropeptide Y receptor type 2 (Homo sapiens), P49146. 0.99% of 140,000 active; in the data active means inhibition above about 17%;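 further: 0% = vehicle with agonist challenge and 100% = reference antagonist with challenge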
Target sequence (P49146 whole entry, looked up): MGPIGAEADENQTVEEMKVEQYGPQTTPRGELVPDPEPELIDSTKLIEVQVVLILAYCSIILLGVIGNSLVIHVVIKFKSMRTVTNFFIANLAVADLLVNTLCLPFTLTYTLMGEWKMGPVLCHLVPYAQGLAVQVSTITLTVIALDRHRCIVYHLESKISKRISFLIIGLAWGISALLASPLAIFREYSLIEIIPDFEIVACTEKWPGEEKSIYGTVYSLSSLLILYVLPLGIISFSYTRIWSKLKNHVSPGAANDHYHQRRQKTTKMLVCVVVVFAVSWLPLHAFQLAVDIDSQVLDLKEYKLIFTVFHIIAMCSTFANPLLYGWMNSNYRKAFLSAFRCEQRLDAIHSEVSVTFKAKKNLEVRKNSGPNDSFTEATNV
MRP-1 activ – H69AR viability gain despite doxorubicin, primary screen, MRP-1 activator project, H69AR cells, CellTiter-Glo. viability increase, % at 10 µM. viability rescue. 0.61% of 140,000 active;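 active means viability gain under doxorubicin at or above a set limit, the compound median plus 3 SD, cut at about 4.7% in these data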;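 further: MRP-1 overexpressing cells given doxorubicin 25 µM after compound pretreatment; 18-22 h compound pretreatment then 72 h with doxorubicin before readout; 0% = doxorubicin-only wells and 100% = vehicle-treated cells without doxorubicin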
HCT116 PTEN-null – growth suppression of PTEN-null HCT116, primary screen, cell-based, CellTiter-Glo; HCT116 PTEN-null viability, 60 h; active compounds read low; viability, % at 10 µM; 1.2% of 140,000 active; AID 827, 2007;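 active means viability at or below a set limit, 4 SD under the median of all tested compounds, cut at about 3.7% in these data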;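 further: PTEN knockout HCT116 line with beta catenin targeted HCT116 as companion control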
Measles CPE – compounds protecting cells from measles virus cytopathic effect, primary screen, measles RdRp inhibitor project, single point, MLSMR library, absorbance | 1.5% of 140,000 active | Measles virus-infected cells, CPE protection | AID 841, 2007 | protection (pct of control), % at 4 µM; in the data active means protection mostly above about 24%, no sharp cut-off; inactive means mostly below about 26%; further: some compounds called inactive have numbers as strong as hits
Yeast lifespan up – compounds extending yeast replicative lifespan, primary screen, S. cerevisiae, OD615. S. cerevisiae growth with nicotinamide; deaD strain in restrictive glucose medium. inhibition of the nicotinamide effect, % at 10 µM. 0.68% of 130,000 active;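 active means inhibition above a set limit, placed 3 SD over the median of all compounds, cut at about 26% in these data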;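 further: 0% = nicotinamide-treated wells and 100% = cells grown without nicotinamide; some compounds called inactive have numbers as strong as hits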
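assay system = DeaD-strain S. cerevisiae | measured by = absorbance at 615 nm | probe or stimulus = nicotinamide 1.5 mM | buffer or medium = CSMM-D glucose medium, restrictive | times = 48 h at 30 °C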
GALR2 antag – GALR2 antagonists in receptor-expressing cells, primary screen. Galanin receptor type 2 (Homo sapiens), O43603. antagonist mode. inhibition, % at 4 µM. 0.39% of 140,000 active. AID 828, 2007; in the data active means inhibition above about 27%;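 further: cells stimulated with galanin 1-16 at roughly its EC80; 0% = agonist challenge control and 100% = basal control without agonist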
Target sequence (O43603 whole entry, looked up): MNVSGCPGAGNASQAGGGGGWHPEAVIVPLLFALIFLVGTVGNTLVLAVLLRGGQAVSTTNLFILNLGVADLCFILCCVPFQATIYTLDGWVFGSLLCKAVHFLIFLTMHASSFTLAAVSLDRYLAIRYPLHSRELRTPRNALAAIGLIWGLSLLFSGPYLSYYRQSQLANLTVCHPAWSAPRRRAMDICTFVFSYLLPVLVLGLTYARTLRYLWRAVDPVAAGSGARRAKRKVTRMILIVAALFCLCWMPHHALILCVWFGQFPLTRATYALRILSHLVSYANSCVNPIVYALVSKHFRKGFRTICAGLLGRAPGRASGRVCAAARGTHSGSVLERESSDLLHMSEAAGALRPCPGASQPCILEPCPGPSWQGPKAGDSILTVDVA
Numbers without * were called inactive; nt = not tested or not shown; [ ] = dose if it differs, or a comment.

SMILES	E-sel TNF inh	Phagocyt inh	HCT116 bCat-KO	Yeast growth inh	NPY Y2 blocker	MRP-1 activ	HCT116 PTEN-null	Measles CPE	Yeast lifespan up	GALR2 antag
CC(Sc1nnc(C(F)(F)F)n1C)C(=O)NC(N)=O (stereo unspecified)	9	-4	88	-35	-2	-1.9	87	60*	0	6
O=C(NN1C(=O)c2ccccc2NC1c1ccccn1)c1ccccc1 (stereo unspecified)	nt	-7	86	-15	2	-1.7	94	12	-2	-7
COCC(=O)Nc1ccccc1Br	nt	-1	90	-50	4	-1.8	96	5	0	9
Cn1nnc(NC(=O)c2ccc3ccccc3c2)n1	-4	nt	94	-22	2	1.0	109	8	nt	3
O=C(Nc1ccc2c(c1)OCO2)c1cnn2cccnc12	-1	-2	114	-7	0	-1.1	110	5	-17	19
Cc1ccc(S(=O)(=O)N(C(=O)c2ccncc2)c2ccc(OC(=O)c3ccncc3)c3ccccc23)cc1	nt	-12	9	-57	10	1.7	6	13	9	7
Nc1cc2sc(-c3ccc(C(=O)O)cc3)nc2cc1Cl	nt	-12	48	-20	1	-2.5	54	17	-5	3
Cc1ccc(C(=O)NN2C(=O)CSC2=S)cc1	nt	-6	97	-69	6	0.5	96	6	3	-5
COc1ccccc1OCC(=O)NNC(=O)c1ccoc1C	nt	3	52	-7	-1	-3.3	50	5	4	-4
CS(=O)(=O)Nc1ccc(C(=O)NCCc2ccccc2)cc1	-17	-6	95	-18	4	-2.0	96	3	-2	-8
CCN(CC)c1ccc(CN2CCCCCC2)cc1	3	nt	98	-42	7	-2.9	83	20	-14	7
COc1ccccc1/C=C(/CC(=O)NCc1ccc(F)cc1)c1nc2ccccc2s1	nt	-5	78	-36	13	-2.0	74	3	0	16
CCOC(=O)c1c(C)cccc1OCC(N)=O	5	nt	95	-31	4	-1.9	109	9	-2	8
COc1ccc(-c2noc(Cc3ccccc3OC)n2)cc1	-22	0	89	-8	4	-0.2	85	16	-4	-2
Cc1ccc(C)c(Nc2nc3c(S(=O)(=O)c4ccccc4)nnn3c3ccccc23)c1	1	-7	71	-38	0	-0.2	72	6	2	-2
Cc1ccc(C(C(=O)NC2CCCCC2)N(C(=O)c2csnn2)C2CC2)o1 (stereo unspecified)	-15	-2	90	-21	5	-2.7	96	1	-2	7
COCCn1nnnc1C(c1ccc2ncccc2c1)N1CCN(c2ccccc2F)CC1 (stereo unspecified)	-12	1	92	-20	1	-0.6	91	19	-4	4
N#C/C(=C/N1CCOCC1)c1ccccc1	-2	nt	86	0	1	-1.8	78	5	-27	-15
O=C(N/N=C1\CC2CC=CC12)c1ccc(COc2ccccc2)cc1 (stereo unspecified)	-15	-1	100	54*	0	0.3	97	32	-4	5
COc1cc(-c2nnc(SCC#CCO)o2)cc(OC)c1OC	-12	-1	77	-14	-4	-3.7	85	32	-3	-15
Cc1cc(=O)n2c(c1C#N)SC1CCCCC12O (stereo unspecified)	-27	0	101	-2	0	0.3	106	17	0	-15
Cn1c(=O)c2c(SCC(=O)N3CCOCC3)nc(CC(C)(C)C)nc2n(C)c1=O	nt	nt	49	14	2	-3.0	61	21	-3	4
C1CCC(C23CC4CC(CC(C4)C2)C3)NC1 (stereo unspecified)	9	nt	89	-41	1	-1.8	95	8	nt	0
COc1ccc(/C=N/c2sc3c(c2C#N)CCN(Cc2ccccc2)C3)c(O)c1	-4	-10	89	-27	-1	-1.6	102	17	-4	4
Cc1cc(/C=N\NC(=O)CC(=O)NC2CCCCC2)c(C)n1-c1cccc(Cl)c1Cl	-2	6	76	-7	5	-1.8	80	4	-5	-13
CN(C)Cc1c(O)ccc2oc(Cc3ccccc3)cc12	-15	0	54	-58	8	-2.5	58	13	14	11
CCCCCC(=O)OC(CN1CCCCC1)CN1CCCC1=O (stereo unspecified)	-11	-1	102	-2	-1	0.4	nt	26	0	6
CC1=CCC2C(=O)N(c3ccccc3OC(=O)c3ccccc3F)C(=O)C2C1 (stereo unspecified)	nt	-6	90	-22	0	-2.5	93	2	1	-10
CCOC(=O)Nc1cc(C)c(Cl)cc1OC	nt	-7	72	-24	4	-3.7	68	14	-36	0
O=C(COc1ccccc1-c1ccccc1)Nc1ccc(S(=O)(=O)NCc2ccco2)cc1	-28	0	92	-54	0	-2.6	96	2	2	8
CCCn1c(SCC(=O)Nc2ccccc2C(=O)OC)nc2c1c(=O)n(C)c(=O)n2C	-14	-1	79	-27	3	-0.5	70	23	1	3
Cn1c(CNc2nc(-c3ccccc3)cs2)nnc1SCC(=O)N1CCc2ccccc21	-5	0	88	-18	-2	-0.3	96	6	-10	3
Cc1ccc(-c2nnn(CC(=O)N(Cc3ccco3)C(C(=O)NC(C)(C)C)c3cccs3)n2)o1 (stereo unspecified)	-3	nt	75	-31	6	-3.4	76	4	-9	-4
CCOc1ccc(-n2c(SCC(=O)Nc3ccc(OC)cc3OC)nc3c(c2=O)SCC3)cc1	11	nt	90	-58	0	-1.4	95	17	-19	-8
O=C(c1ccccc1)N1CCn2c(nc3ccccc32)C1	0	-1	108	-31	-2	-1.1	102	8	nt	6
COc1ccc(S(=O)(=O)N2N=C(C)Oc3ccccc3C2=O)cc1	-15	nt	18	-19	1	-3.6	18	7	-20	5
C=CCNC(=O)/C(C#N)=C/c1ccccc1[N+](=O)[O-]	nt	-10	83	-33	2	-3.5	83	7	2	-1
Cc1ccc(S(=O)(=O)Nc2ccncc2)c(C)c1N(C)S(=O)(=O)c1ccc(Cl)cc1	nt	nt	94	-33	0	-0.8	92	1	3	22
CC1(C)CC(=O)C=C(N=CC2=C(O)CC(C)(C)CC2=O)C1	-27	2	80	-5	-2	-4.3	107	52*	-1	12
C=CCNC(=O)/C(C#N)=C/c1ccc(OS(=O)(=O)c2ccc(C)cc2)c(OC)c1	-11	-2	27	-26	2	-5.0	14	9	24	-2
CCN(CC)Cc1ccccc1Sc1ccccc1	nt	-4	90	-19	7	-3.6	95	10	1	-10
CN(C)c1cccc(NC2=CC(=[N+]3CCOCC3)CC(C)(C)C2)c1	5	1	70	-18	-1	-1.1	71	6	-5	-7
COc1cccc(NC2=Nc3cccc4cccc2c34)c1	10	-2	87	-28	1	-0.4	72	8	-7	9
Cc1cc(Cl)c(S(=O)(=O)N2CCN(c3ccccc3)CC2)cc1OCC(N)=O	17	nt	83	-25	1	-2.8	88	9	nt	9
O=C(c1cccc(S(=O)(=O)N2CCCC2)c1)N1CCN(c2ncccn2)CC1	nt	1	109	-6	3	-1.9	96	4	7	-17
O=C(CN1CCCC1)Nc1ccccc1Cl	23	0	96	21	0	-1.6	92	34	-3	-3
O=C(COC(=O)c1cc([N+](=O)[O-])ccc1NCc1ccccc1)NC1CCCc2ccccc21 (stereo unspecified)	10	nt	72	-31	1	-2.3	70	14	0	9
O=C1c2ccsc2SCCN1Cc1ccc(Cl)cc1Cl	10	0	60	-34	5	-4.2	53	3	41	-1
Cc1cc(C)nc(NC(=O)c2c(-c3ccccc3Cl)noc2C)n1	-9	-1	97	11	1	-1.0	101	10	-5	-12
Cc1noc(C)c1COc1ccc(C(=O)OC(C)C(=O)Nc2ccc(S(=O)(=O)N3CCOCC3)cc2)cc1 (stereo unspecified)	nt	-3	79	-24	2	-2.7	59	17	-1	-19
CCC1=NC(c2ccccc2Cl)N(O)C1(C)C (stereo unspecified)	10	0	51	-12	4	0.3	57	7	0	-9
COc1cccc(C2CC(c3cccc(Br)c3)n3nc(N)nc3N2)c1 (stereo unspecified)	-20	-1	86	-58	3	0.5	81	6	-7	11
Cc1cc(Nc2ncc(Cl)cc2Cl)n[nH]1	nt	-3	95	-60	1	1.7	90	4	-25	-5
CCOc1ccc(OCC)c(NC(=O)C2CCCN(c3ncccn3)C2)c1 (stereo unspecified)	4	1	111	-55	-2	-0.7	101	10	-7	-1
COc1ccc2[nH]cc(CCN3C(=O)CCC3=O)c2c1	-12	0	95	-47	2	-1.5	98	19	-6	-1
CCCc1nc2scc(-c3ccc(C)cc3)c2c(=O)n1N	15	0	94	-11	3	-1.5	94	7	-13	-8
CCCCCC(=O)Nc1cccc(-c2nc3ncccc3o2)c1	2	nt	88	-4	0	-1.8	102	10	-29	5
Cc1ccc(C(=O)NC(=S)NCC2CCCO2)cc1Br (stereo unspecified)	5	-4	95	-36	4	-1.3	95	2	-4	-3
O=C(CN1C(=O)c2ccccc2C1=O)OC(C(=O)c1ccc(Cl)cc1)c1ccccc1 (stereo unspecified)	11	nt	96	-8	-2	-2.3	87	14	-3	17
O=C(CSc1nc2ccccc2n1S(=O)(=O)c1cccc([N+](=O)[O-])c1)NCCc1ccccc1	12	-1	94	-61	4	0.2	96	5	10	5

Further structures
SMILES	E-sel TNF inh	Phagocyt inh	HCT116 bCat-KO	Yeast growth inh	NPY Y2 blocker	MRP-1 activ	HCT116 PTEN-null	Measles CPE	Yeast lifespan up	GALR2 antag
C=CCN1C(=O)OC2(CCCCC2)C1(C)O (stereo unspecified)	nt	-5	94	-2	1	0.1	103	2	5	-5
CCOC(=O)C1CCN(c2c(NCCCN(CC)Cc3ccccc3)c(=O)c2=O)CC1	2	-1	89	-8	-2	-2.4	93	5	-2	1
COc1cc(OC)cc(-c2nc3ccccc3c(=O)n2OC(=O)c2ccc(Br)cc2)c1	0	-8	87	-11	2	-2.7	86	3	71*	-9
COCc1nnc(NC(=O)c2ccco2)s1	20	-1	101	7	-1	-0.3	101	6	-9	2
CC(NC(=O)c1ccccc1NC(=O)c1ccco1)C(=O)O (stereo unspecified)	8	nt	89	-11	0	-1.9	97	11	-10	-14
CCOC(=O)CC(=O)CSc1[nH]c(=O)cc(C)c1C#N	13	0	92	-27	1	-3.1	95	10	1	-12
O=C(Cc1ccccc1)N/N=C/C=C/c1cccc([N+](=O)[O-])c1	-17	nt	86	-27	0	-2.4	89	4	-22	4
CCOc1ccc(C(F)(F)F)cc1NC(=O)c1ccc(OC)c([N+](=O)[O-])c1	-44	nt	96	12	0	0.3	99	3	-18	2
CCCCc1ccc(/C=C2\C(=O)ON=C2c2ccccc2)s1	nt	39*[artifact]	99	-44	3	-1.6	89	20	-3	-3
CC(=O)Nc1ccc(NC(=O)CSCCc2ccccn2)cc1	-18	0	91	17	2	0.2	91	29	-17	4

Part of the list above with just Measles CPE.
molecule | Measles CPE
CCCCCC(=O)OC(CN1CCCCC1)CN1CCCC1=O (stereo unspecified) | 26
CC1=CCC2C(=O)N(c3ccccc3OC(=O)c3ccccc3F)C(=O)C2C1 (stereo unspecified) | 2
